LYPLA1 inh – LYPLA1 (human) inhibition in PME1 counter-screen | O75608 | recombinant LYPLA1, FP-Rh probe fluorescence polarization | inhibition, % at 5.9 µM | 0.16% of 320,000 active;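 active = inhibition above the mean of all tested compounds plus 3 SD, set per campaign, cut at about 14% in these data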;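 note: inhibitors block serine hydrolase probe labeling of LYPLA1 so polarization falls; 0% = enzyme with DMSO and 100% = wells lacking LYPLA1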
Target sequence (O75608 whole entry, looked up): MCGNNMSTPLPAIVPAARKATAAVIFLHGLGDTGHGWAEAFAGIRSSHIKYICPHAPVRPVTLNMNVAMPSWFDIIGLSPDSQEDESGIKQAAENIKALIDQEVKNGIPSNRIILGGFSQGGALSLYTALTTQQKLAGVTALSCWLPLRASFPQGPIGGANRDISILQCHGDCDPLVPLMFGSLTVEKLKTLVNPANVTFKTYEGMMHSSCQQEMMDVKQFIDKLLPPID
PREPL inh – inhibitors of human prolyl oligopeptidase-like enzyme PREPL; Q4J6C6; recombinant PREPL, fluorescence polarization activity-based probe; inhibition, % at 5.96 µM; 0.68% of 320,000 active; AID 2751; in the data active = inhibition above about 43%;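 note: 0% = enzyme with DMSO and 100% = wells lacking enzyme; many of its hits are not listed in these tables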
ZTA DNA inh – blocks Epstein-Barr virus ZTA, an EBNA-1 counter-screen. 0.15% of 320,000 active. ZTA-DNA binding, fluorescence polarization. P03206. inhibition, % at 11 µM; in the data active = inhibition above about 33%
Target sequence (P03206 whole entry, looked up): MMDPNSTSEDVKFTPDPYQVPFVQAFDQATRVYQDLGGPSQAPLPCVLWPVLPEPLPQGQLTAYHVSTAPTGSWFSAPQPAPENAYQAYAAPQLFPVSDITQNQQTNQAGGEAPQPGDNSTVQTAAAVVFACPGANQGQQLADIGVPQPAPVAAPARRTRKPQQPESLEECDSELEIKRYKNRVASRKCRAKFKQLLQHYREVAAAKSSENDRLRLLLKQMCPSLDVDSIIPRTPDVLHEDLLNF
PAFAH2 FP inh – PAFAH2 (human) inhibition; 0.99% of 340,000 active; recombinant PAFAH2, FP-rhodamine activity probe, fluorescence polarization; Q99487; AID 492956; inhibition, % at 3.39 µM;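 active = inhibition above the mean over all tested compounds plus 3 SD, cut at about 30% in these data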;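 note: inhibitors block probe labeling of enzyme so polarization drops; 0% = enzyme with DMSO and 100% = wells lacking PAFAH2 protein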
LYPLA2 inh – LYPLA2 (human) inhibition in PME1 counter-screen; inhibition, % at 5.9 µM; recombinant LYPLA2, FP-Rh probe fluorescence polarization; O95372; 0.38% of 320,000 active; AID 2177;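 active = inhibition above the screen-wide mean plus 3 SD, limit set per campaign, cut at about 26% in these data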;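 note: 0% = LYPLA2 with DMSO and 100% = wells lacking LYPLA2 enzyme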
Target sequence (O95372 whole entry, looked up): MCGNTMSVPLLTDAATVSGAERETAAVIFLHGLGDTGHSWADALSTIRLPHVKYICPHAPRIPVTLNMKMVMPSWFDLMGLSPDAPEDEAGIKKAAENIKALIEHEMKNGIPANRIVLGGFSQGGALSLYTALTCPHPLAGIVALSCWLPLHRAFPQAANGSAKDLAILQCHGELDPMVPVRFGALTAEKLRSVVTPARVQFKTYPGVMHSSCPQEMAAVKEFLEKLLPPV
PAD4 FP inh – blocks human protein arginine deiminase 4 | 0.41% of 330,000 active | Q9UM07 | inhibition, % at 6.36 µM | recombinant PAD4, RCA probe fluorescence polarization;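 active = percent inhibition above a cutoff equal to the mean of all tested compounds plus 3 SD, cut at about 15% in these data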;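 note: 0% = PAD4 with RCA probe and DMSO and 100% = probe without PAD4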
GSTO1 inh – GSTO1 inhibition, counter-screen for RBBP9 inhibitors. AID 1974. recombinant GSTO1, activity-based probe fluorescence polarization. 1.1% of 300,000 active. inhibition, % at 5.96 µM;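 active = inhibition above the campaign mean inhibition plus 3 SD, cut at about 35% in these data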;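 note: 0% = GSTO1-1 with DMSO and 100% = wells lacking GSTO1-1 enzyme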
EBNA-1 inhibitor – blocks EBNA-1 binding to DNA | EBNA-1 DNA binding, fluorescence polarization | inhibition, % at 14.8 µM | 0.34% of 300,000 active | AID 1950; in the data active = inhibition above about 28%
PAFAH1B3 inh – PAFAH1B3 (human) inhibition; Q15102; recombinant PAFAH1B3, FP-rhodamine probe, fluorescence polarization; inhibition, % at 3.39 µM; 0.28% of 340,000 active;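 active = inhibition above the screen-wide average of all tested compounds plus 3 SD, cut at about 25% in these data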;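 note: 0% = enzyme with DMSO only and 100% = wells lacking PAFAH1B3 protein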
Target sequence (Q15102 whole entry, looked up): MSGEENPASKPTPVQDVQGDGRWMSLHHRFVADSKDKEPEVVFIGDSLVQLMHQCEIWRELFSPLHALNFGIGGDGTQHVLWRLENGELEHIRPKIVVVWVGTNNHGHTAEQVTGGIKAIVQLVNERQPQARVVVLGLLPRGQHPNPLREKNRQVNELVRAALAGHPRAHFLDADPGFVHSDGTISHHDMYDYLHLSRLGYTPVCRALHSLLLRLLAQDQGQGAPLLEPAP
An asterisk follows results filed as active; / = no result given. This is a subset, so the mix of outcomes need not match the whole.

SMILES,LYPLA1 inh,PREPL inh,ZTA DNA inh,PAFAH2 FP inh,LYPLA2 inh,PAD4 FP inh,GSTO1 inh,EBNA-1 inhibitor,PAFAH1B3 inh
CNC(=O)C1C2C=CC3(O2)C1C(=O)N(CCOC)C3C(=O)NCc1ccc(OC)cc1 (stereo not drawn),-2,4,7,-7,1,-3,5,1,5
COc1ccc(CNC(=O)COc2cc3c(c4oc(=O)cc(C)c24)CCC(C)(C)O3)cc1,1,-8,-2,15,5,5,3,-3,7
COc1ccccc1C(=O)NNC1=C(C(=O)C(F)(F)F)CCC1,-1,27,17,-1,-3,-1,21,8,8
Cc1nnc(-c2ccc(Cl)cc2)nc1NCCN(C)C,-2,-26,-16,-11,-8,5,4,-9,0
CN(CC(=O)NC1CCCc2ccccc21)C1CCCCC1 (stereo not drawn),-2,16,8,0,5,2,12,6,2
COc1ccc(Oc2ccccc2/C=N/O)cc1,-1,4,3,-8,6,0,0,-8,3
CSc1cccc(NC(=O)c2cccc3cccnc23)c1,-11,0,-5,-2,-8,0,4,1,-2
COc1ccc(-c2c(C)oc3c(CN4CCOCC4)c(O)ccc3c2=O)cc1,2,6,-7,-2,6,-6,0,-16,11
COc1cc(C2C(C#N)=C(C)NC3=C2C(=O)CC(C)(C)C3)cc(OC)c1O (stereo not drawn),-3,-3,-10,-2,4,-1,24,-5,-5
CSc1ccc(CN(C)Cc2cc(=O)oc3c(C)c(C)ccc23)cc1,-5,-27,-4,3,0,-2,-3,2,2
Cc1ccc2ncc(S(=O)(=O)c3ccccc3)c(N3CCCCC3C)c2c1 (stereo not drawn),-8,-9,-9,5,-8,1,2,-8,-6
Cc1ccc(C(=O)N/N=C/c2ccc(-c3cccc(Cl)c3)o2)cn1,-11,6,-6,-3,-20,-4,-7,-8,10
CCCN1C(=O)SC(CC(=O)Nc2ccccc2)C1=O (stereo not drawn),1,-12,-14,1,2,2,6,2,9
COc1ccccc1OCC(=O)Nn1c(=S)[nH]c2ncccc2c1=O,0,-2,15,4,-1,0,7,15,5
Cc1ccc(C)c(-n2ccnc2SCC(=O)O)c1,-1,2,15,7,0,1,-1,5,-3
COc1ccc(N2CC(C(=O)Nc3cc(C)on3)CC2=O)cc1 (stereo not drawn),1,1,6,2,2,1,10,14,-4
CCOC(=O)c1cnc2c(-c3ccc(Cl)cc3)cnn2c1C,2,4,-25,-8,0,1,4,0,1
Cc1ccccc1S(=O)(=O)N1[C@@H](c2ccc(F)cc2)C(C(=O)O)=CC[C@H]1c1ccc(Cl)cc1,-8,-4,9,0,-9,4,-184,14,7
O=C(Nc1ccccc1N1CCOCC1)c1ccccc1[N+](=O)[O-],1,1,6,-10,-2,2,2,7,4
CCc1ccc2[nH]cc(S(=O)(=O)c3ccc(C)c(C)c3)c(=O)c2c1,-5,-11,2,4,0,-4,-11,1,10
O=C(c1cc(Cl)cc(Cl)c1)N1CCN(c2cc(C(F)(F)F)nc3ccccc23)CC1,-1,21,-7,/,-2,0,-2,-6,/
COc1ccc(Cc2nnc(SCC(=O)NC3CCCCC3)n2C)cc1,-1,14,-11,3,1,5,0,2,2
O=C(c1cccc([N+](=O)[O-])c1)N1CCCC(C(=O)N2CCN(c3ccccc3)CC2)C1 (stereo not drawn),-3,33,23,0,-1,-6,3,-2,6
O=C(Nc1ccccc1)Nc1ccc(C(=O)N2CCCC2)cc1,0,10,-11,-1,-2,-3,8,2,5
COc1ccc(-n2c(N)c(C(=O)NCc3ccco3)c3nc4ccccc4nc32)c(OC)c1,-6,4,4,0,-23,1,37*,-5,-9
CCN(C(=O)COC(=O)c1ccc2c(c1)OCO2)c1ccccc1,/,14,/,5,/,-6,/,/,7
C=C(C)c1cccc(C(C)(C)NC(=O)Nc2ncccn2)c1,-2,6,7,-1,-8,-2,39*,-4,6
COc1ccc(CCNC(=O)c2cc(-c3cc(C)ccc3O)n[nH]2)cc1OC,-3,9,-10,-4,-1,-1,-9,-8,7
O=[N+]([O-])c1ccc(NCCNS(=O)(=O)c2ccccc2)c(C(F)(F)F)c1,-3,-7,3,-6,24,-6,-1,-12,7
O=C(C=C1CCN(c2ncc(C(F)(F)F)cc2Cl)CC1)NNC(=O)Nc1ccc(Cl)cc1,2,13,-24,-5,7,2,12,9,1
Cc1ccccc1NC(=O)CNc1ccccc1C(=O)NCc1ccco1,-2,4,-5,2,3,-2,-5,-3,7
CC(CNS(=O)(=O)c1ccccc1)(c1ccccc1)N1CCCCC1 (stereo not drawn),1,-11,1,4,-5,-2,-3,3,8
C=C(C)CSc1nc(N)c2c(C)c(C)sc2n1,2,-1,-17,-2,6,-3,-2,6,-1
COc1ccc([N+](=O)[O-])cc1CSc1ccccn1,3,-7,4,-1,11,2,2,6,0
COc1ccc2cc3c(N)c(C(=O)N4CCCC4)sc3nc2c1,-3,34,3,/,-3,-2,6,6,/
O=C(CN1CCN(Cc2ccccc2F)C1=O)NCCc1ccc(Cl)cc1,-1,-3,4,0,-1,1,-12,0,1
Nc1nonc1C(=O)NCCNS(=O)(=O)c1ccc(F)cc1,-1,-4,12,4,0,-3,1,9,5
Cn1c(C(=O)OCC(=O)NCc2ccco2)cc2sccc21,-2,7,2,45*,7,1,-2,0,19
COc1cc(CNC2CCCCCCC2)ccc1OCC(N)=O,-4,8,8,-10,4,4,1,-2,4
Cc1cccc(N2C(=O)CC(Sc3ncn[nH]3)C2=O)c1 (stereo not drawn),1,13,4,-1,-8,-7,5,-16,3

Next part; the last six above are carried over.
SMILES,LYPLA1 inh,PREPL inh,ZTA DNA inh,PAFAH2 FP inh,LYPLA2 inh,PAD4 FP inh,GSTO1 inh,EBNA-1 inhibitor,PAFAH1B3 inh
COc1ccc2cc3c(N)c(C(=O)N4CCCC4)sc3nc2c1,-3,34,3,/,-3,-2,6,6,/
O=C(CN1CCN(Cc2ccccc2F)C1=O)NCCc1ccc(Cl)cc1,-1,-3,4,0,-1,1,-12,0,1
Nc1nonc1C(=O)NCCNS(=O)(=O)c1ccc(F)cc1,-1,-4,12,4,0,-3,1,9,5
Cn1c(C(=O)OCC(=O)NCc2ccco2)cc2sccc21,-2,7,2,45*,7,1,-2,0,19
COc1cc(CNC2CCCCCCC2)ccc1OCC(N)=O,-4,8,8,-10,4,4,1,-2,4
Cc1cccc(N2C(=O)CC(Sc3ncn[nH]3)C2=O)c1 (stereo not drawn),1,13,4,-1,-8,-7,5,-16,3
COc1ccc(S(=O)(=O)NC2CC2)cc1C(=O)N1CCOCC1,-2,-5,-9,-5,3,-4,0,1,-4
CN(C)/C=C/C(=O)c1ccc(S(=O)(=O)c2ccccc2)cc1,-1,2,0,-1,1,-7,-1,-22,2
CC(C)C1COC(c2cccc3ccccc23)=N1 (stereo not drawn),-1,-33,4,8,-1,-1,10,3,11
Cc1ccc(S(=O)(=O)NCc2ccc(C(=O)N(C)CCC#N)cc2)cc1,0,3,4,0,4,-1,12,6,9
Nc1nnc(Cc2ccc(Cl)cc2Cl)s1,-3,-5,10,1,0,1,-2,2,2
CC(C)(CO)NC(=S)NCc1ccco1,0,5,-1,/,-2,2,4,7,/
O=C(c1cc(-c2ccco2)on1)N1CCN(C(c2ccccc2)c2ccccc2)CC1,-1,12,3,-6,-2,7,4,3,-1
CCC1CCCCN1S(=O)(=O)c1ccc(NC(=O)C2CCN(C(=O)c3ccco3)CC2)cc1 (stereo not drawn),0,-2,11,8,4,-4,-2,-5,2
CC1(C)NC(=O)N(CC(O)CN2CCOCC2)C1=O (stereo not drawn),5,0,-9,-4,5,1,-1,-6,0
O=S(=O)(NCCC1=CCCCC1)c1ccccc1Cl,-1,-13,9,9,-2,-1,/,/,3
CC1CC(C(F)(F)F)n2ncc(C(=O)O)c2N1 (stereo not drawn),0,-4,11,-13,-6,2,1,4,2
CCC1C(C#N)=C(N)OC2=C1C(=O)CC(C)(C)C2 (stereo not drawn),2,3,-1,-2,-5,0,-3,2,8
O=C(CCN1C(=O)/C(=C/c2ccc(Cl)cc2)SC1=S)Nc1ccc(C(=O)O)cc1,3,14,10,3,6,-6,8,2,9
O=[N+]([O-])c1ccccc1/C=N/Nc1nc(N2CCCC2)nc(N2CCCC2)n1,1,18,-11,-3,6,-3,-11,-6,8
CCCC(NC(=O)Cc1c(C)c2cc3c(C)c(C)oc3c(C)c2oc1=O)C(=O)N[C@@H](Cc1ccccc1)C(=O)O (stereo partly drawn),-3,-6,-2,3,3,-3,3,-15,4
COc1ccc(/C=C2/SC(=O)N(CCNC(=O)C3CCCN3C(=O)c3cccs3)C2=O)cc1 (stereo not drawn),-2,10,2,-6,3,-4,10,-3,8
O=C(Nc1nnc(-c2ccc(F)cc2)o1)c1ccco1,0,17,-24,-2,-1,-1,5,3,4
Oc1ccc(/C=N/NC(=S)NCCN2CCOCC2)c(O)c1,0,1,9,3,-6,4,-12,1,5
CCS(=O)(=O)Nc1ccccc1C(N)=O,0,3,14,-1,-4,-1,0,9,8
O=[N+]([O-])c1cccc(N=Cc2sc3ccccc3c2O)c1,-2,2,4,/,-10,2,6,-9,/
Cc1ccc(C)c(SCC(=O)NCC(c2ccco2)N2CCCCC2)c1 (stereo not drawn),2,-4,-14,3,1,-4,4,0,4
Cc1ccc(-c2sc(C(=O)NN)c(C)c2C#N)cc1,-6,6,1,5,-11,3,5,-1,-3
Cc1cc(C)c2[nH]c(=O)c(CN(CC3CCCO3)C(=O)c3cnccn3)cc2c1 (stereo not drawn),3,4,-7,3,5,-3,1,11,0
Cc1ccc(C)c(N(C(=O)c2csnn2)C(C(=O)NC2CCCCC2)c2ccncc2)c1 (stereo not drawn),2,3,3,1,5,1,3,1,4
CC1=C(CC(=O)c2ccc(Cl)cc2)C(=O)c2ccccc2C1=O,-8,32,-1,2,-2,-9,45*,7,8
CCOC(=O)c1[nH]c(C)c(C(=O)N2CCN(c3ccccc3)CC2)c1C,1,11,15,-2,1,-6,-12,14,2
COc1ccc(OC)c(C2=NO[C@@H]3C(=O)N(c4cc(Cl)ccc4OC)C(=O)[C@H]23)c1,4,-1,6,7,11,-2,6,-5,9
Cc1cccc(NC2=C(Cl)C(=O)OC2OC(C)C)c1 (stereo not drawn),0,-2,2,-1,-3,-2,1,-5,2
CS(=O)(=O)c1cnc(-c2ccccc2)nc1Oc1ccc(Cl)cc1,2,2,-1,4,0,0,7,6,3
Cc1ccc(C(=O)COC(=O)C(C)N2C(=O)C3C4CCC(C4)C3C2=O)cc1 (stereo not drawn),0,2,0,4,3,-3,11,18,-5
Cc1nnc(SCC(=O)N2CCN(S(=O)(=O)c3ccccc3)CC2)s1,-2,-7,4,3,2,1,10,3,6
OC(Cn1cccn1)c1ccccc1 (stereo not drawn),-1,-1,10,4,-1,3,-1,-1,6
O=C(/C=C/c1ccccc1)Nc1nnc(SCC(=O)c2ccc3ccccc3c2)s1,-8,-17,7,-5,-6,6,-2,-1,-1
Cc1ccc(C(=O)NC2CCCc3c2cnn3-c2ccc(F)cc2F)cn1 (stereo not drawn),-4,8,-7,-6,-2,-1,6,-4,8
O=C(c1cccnc1)N1CCN(C(=O)c2cccc(Cl)c2)CC1,-1,16,-3,-3,6,-1,3,-11,9

Screening results as filed in PubChem.
